Source: PubChem
Pf Dd2 inh – qHTS Primary assay for Inhibitors of Plasmodium falciparum Dd2 growth in vitro | P. falciparum Dd2 growth, SYBR Green, 72 h | Potency, µM (doses to about 28.9 µM), inactives show at the top dose activity, negative = inhibition, hits mostly inhibitors | hit rate 4.3% among 120,000; active = well fitted inhibition curve with a large enough effect; inconclusive = small, poorly fitted or top-dose-only effect; inactive = no such curve, though single readings can be large or run the other way;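 note: plate controls were DMSO vehicle for no effect and reference drug for full effect; nearly all actives have a fitted effect of over 65% in size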
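Infected erythrocytes (Dd2, 0.3% parasitemia, 2.5% hematocrit final) are added to compound in RPMI-1640/Albumax II medium, grown 72 h at 37C in low oxygen, then lysed with saponin/Triton-X containing SYBR Green and read by fluorescence.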
* marks the source's active call; other numbers are inactive results; i = inactive; u = inconclusive; [ ] = another dose, or the depositor's remark. Potency is the fitted concentration of half-maximal effect. The list is partial; count on the stated rates, not on these rows.

Compound	Pf Dd2 inh
CC(C)CN1Cc2ccccc2-n2ccnc2C12CCN(C(=O)c1ccc(F)cc1)CC2	u
COc1ccc(C(=O)NCCn2cccc2-c2nc(-c3ccc4c(c3)OCO4)no2)cc1	-8%
O=C1Nc2ccc(-c3ccc(Cl)cc3)cc2C(=O)N2CC[C@H](NS(=O)(=O)c3cccs3)C[C@@H]12	u
CN1CCN(Cc2nc(C3(O)CCN(CC4CCCCC4)CC3)cs2)CC1	10µM*
CC(C)c1ccc(-c2nnc3n(CCc4ccccc4)c(=O)c4ccccc4n23)cc1	-7%
CCc1ccc(-c2nc(CS(=O)CC(=O)NCc3ccc(F)cc3)c(C)o2)cc1 (configuration not stated)	i
COc1ccc(CNC(=O)c2cc3c(=O)n4cccc(C)c4nc3s2)cc1	19%
Cc1cc(C(=O)N2CCCCC2c2noc(COc3ccc(F)cc3)n2)n[nH]1 (configuration not stated)	-24%
O=C(CN1CCCC1)N1CC[C@@H](c2ccc3ccccc3c2)[C@H](O)C1	u
NC(=O)[C@H](Cc1cccs1)NC(=O)C1=C[C@@H](NC(=O)c2cccnc2)[C@@H](O)[C@H](O)C1	45%[activator][44.1 µM]
CC(=O)Nc1ccccc1-c1nc2ccccc2n(C(C)C(=O)Nc2cccc(C)c2C)c1=O (configuration not stated)	u
CCOC(=O)C(C)Sc1nnc2cc(C)c3ccccc3n12 (configuration not stated)	-25%

Next section.
Compound	Pf Dd2 inh
COc1ccccc1CCn1cnc(-c2ccccc2)c1-c1cn(C)nc1C	u
CCc1nc2c(NC(=O)c3ccc(F)c(Cl)c3)cccn2n1	-22%
Cc1noc(-c2cccc(OC3CN(S(=O)(=O)c4cn(C)cn4)C3)c2)n1	u
O=C(NCC1CCCO1)c1ccnc(-c2nnc3ccc(Nc4ccccc4)nn23)c1 (configuration not stated)	u
COc1ccccc1N1CCN(C(=O)[C@H]2O[C@H](CCN3CCN(c4ccccc4)CC3)CC[C@@H]2O)CC1	i
COc1ccc(C(=O)N2[C@H]3CC[C@@H]2c2cnc(-c4ccccc4)nc2C3)c(OC)c1	u
COc1cc([C@@H]2c3cc4c(cc3[C@H](O)[C@@H](CO)[C@@H]2C(=O)N2CCCCC2)OCO4)cc(OC)c1OC	i
COCCN1C(=O)[C@H]2CN(Cc3ccc(C)cc3C)C[C@H]2C1=O	-16%
CCN1CCN(C(=O)C2Cn3cccc3C(=O)N2C)CC1 (configuration not stated)	18%
COc1cc(C)c2c(c1C)C[C@H]([C@H](C)C(=O)O)CC2	-13%[44.1 µM]
COC(=O)[C@@H]1Cc2ncn(Cc3ccc(Cl)cc3)c2CN1C(=O)c1ccc(C(F)(F)F)cc1	u
Cc1cccc(N2CCN(C(=O)c3cnn(-c4ccc(F)cc4F)c3C3CCN(C(=O)OC(C)(C)C)CC3)CC2)c1C	u

The list continues:
Compound	Pf Dd2 inh
Cc1cc(F)ccc1S(=O)(=O)Nc1cc2c(C(=O)O)c(C)oc2c2ccccc12	54%[activator][5.79 µM]
O=C(NCc1cccs1)c1cc(-c2ccc(Cl)cc2Cl)c2nncn2n1	u
COc1ccc(C(=O)N2CCc3nc(C(C)C)nc(-c4ccc(OC)cc4)c3CC2)cc1	u
CCC1c2nccn2CCCN1C(=O)CCc1ccc(OC)c(OC)c1 (configuration not stated)	u
COc1ccccc1CNS(=O)(=O)c1cnc(N)nc1	18%
O=C1c2c(nc(COc3ccc4c(c3)OCO4)n2Cc2ccccc2)NCCN1Cc1ccccc1	i
COc1cccc(C2=CC(c3cc(Br)ccc3F)n3nnnc3N2)c1 (configuration not stated)	-5%
CN(C)CCCC(=O)N1C2CCC1CN(Cc1cccnc1)C2	-1%
COc1ccc(Cl)cc1C(=O)Nc1cccc(-c2nnc3n2CCCC3)c1	u
COc1ccc(CNC(=O)Cn2c(=O)nc(-c3ccccc3F)c3cc(Cl)ccc32)cc1	i
O=C1COc2ccc(-c3ccccc3F)nc2CN1Cc1ccccc1	i
CN(C)c1nc(-c2ccncc2)nc2c1CCN(C(=O)c1cc(=O)[nH][nH]1)C2	u

Overlap with the part before: 3 compounds, followed by the next part.
Compound	Pf Dd2 inh
COc1ccc(CNC(=O)Cn2c(=O)nc(-c3ccccc3F)c3cc(Cl)ccc32)cc1	i
O=C1COc2ccc(-c3ccccc3F)nc2CN1Cc1ccccc1	i
CN(C)c1nc(-c2ccncc2)nc2c1CCN(C(=O)c1cc(=O)[nH][nH]1)C2	u
Cc1ccc(OCC(=O)N(Cc2ccc(Cl)cc2)Cc2ccco2)cc1C	14%
Cc1[nH]c2ccc(F)cc2c1CCNC(=O)c1cc2cc(Cl)ccc2oc1=O	28%
CCc1c(C)sc2c1CCN(Cc1cccc(F)c1)C2c1ccccc1 (configuration not stated)	u
Cc1cnn(CCC(=O)N2C[C@@H](CO)[C@H](c3ccncc3)C2)c1	29%
Cc1noc(C)c1S(=O)(=O)N1CCC(c2noc(-c3ccccn3)n2)C1 (configuration not stated)	i[5.79 µM]
CCOc1ccc(CCNC(=O)Cn2ccn3nc(-c4ccccc4)c(CO)c3c2=O)cc1OCC	-8%
CCOC(=O)C1CCCN(c2c(C(=O)c3ccc(C)cc3)cnc3ccc(OCC)cc23)C1 (configuration not stated)	11µM*
COc1ccc(C2CC(=O)Nc3c2c(=O)[nH]c2nc4ccccc4n32)cc1OC (configuration not stated)	9%
CCCCNC(=O)c1ccc2c(c1)ncn2-c1cc(OC)ccc1OC	-12%
Cc1ccccc1[C@H]1C[C@@H](O)[C@@H](O)[C@@H]1NCC(C)(C)O	i
COC[C@@H]1CN(C(=O)c2nccc3ccccc23)C[C@H]1c1nc(C)no1	1%
CS(=O)(=O)N1CCc2ccc(C(=O)Nc3ccc(F)cc3)cc21	-30%

Later entries
Compound	Pf Dd2 inh
COCCn1ncc(N2CCC(C(=O)NCc3cccc(C(F)(F)F)c3)C2)cc1=O (configuration not stated)	u
COc1cc2c(cc1CN1CCN(c3ccc(C#N)cc3)C(=O)C1)CCC2	u
Cc1ccc(CNc2nc3ccc(Cl)cc3n3cnnc23)cc1	-16%
COCc1nc(C2CC(N)C2)cc(N2CCC(NS(C)(=O)=O)CC2)n1 (configuration not stated)	-11%
C[C@@H]1CN(Cc2cc(C(N)=O)oc2C(C)(C)C)CC[C@@]1(O)C1CCC1	u
COc1ccc2[nH]c3c(c2c1)CCN(C)C31CCN(C(=O)c2cc(C)[nH]n2)CC1	i
Cc1c(O)cccc1C(=O)N1CCCN(Cc2ccc(F)cc2)C(C(C)C)C1 (configuration not stated)	4µM*
CN(Cc1ccc(-c2ccccc2)cc1)Cc1nccs1	u
Cc1ccc(CN2CC[C@@H]3[C@H]2C(=O)NC[C@H](CCC(=O)N2CCN(C)CC2)N3C)cc1	-11%[44.1 µM]
COc1cc(OC)cc(-c2nc(-c3nnn4c3COC(c3ccc(Cl)cc3)C4)no2)c1 (configuration not stated)	11%
COc1ccc(NC(=O)CN2C(=O)COc3ccc(S(=O)(=O)Nc4ccccc4)cc32)cc1OC	-5%
COc1ccc(-c2noc(CN(C(=O)C(C)Oc3ccc(C)cc3)C(C)C)n2)cc1 (configuration not stated)	10µM*

(list continues)
Compound	Pf Dd2 inh
Cc1c(O)cccc1C(=O)N1CCC2(CC1)CN(C)CCN2C	21%
COC(=O)c1cn([C@H]2CO[C@H]3[C@@H]2OC[C@H]3OC(=O)Nc2ccccc2)nn1	7%[44.1 µM]
COc1ccc(CNC(=O)[C@@H]2COCC(=O)N2Cc2ccc(OC)cc2OC)cc1	9%
O=C(CSc1oc(-c2ccco2)nc1S(=O)(=O)c1ccc(Cl)cc1)c1ccccc1	21%
O=C(Nc1cccc(Br)c1)N1CCC(n2cnnc2C2CC2)C1 (configuration not stated)	i
Cc1cccc(N(CC(=O)NCCSc2ccc(Cl)cc2)S(=O)(=O)c2ccccc2)c1C	u
CCOC(=O)c1cccc(NS(=O)(=O)c2ccc(-c3coc(C)n3)cc2)c1	33%[activator]
CC(=O)N1Cc2ccccc2OC2(CCN(C(=O)N(C)C)CC2)C1	-12%
COc1ccccc1-c1[nH]nc2ncc(C(=O)NCC3CC3)nc12	-4%[44.1 µM]
COCCN1C(=O)CS(=O)(=O)C12CCN(C(=O)Cc1ccccc1C)CC2	3%
Cc1ccc(NC(=O)CCc2nc(-c3ccccc3F)no2)c(C)c1	51%[activator]
NCc1ccccc1-c1ccccc1F	u

(list continues)
Compound	Pf Dd2 inh
CCc1cccc(C)c1NC(=O)c1cc(S(=O)(=O)N2CCN(c3ccccc3)CC2)ccc1F	21%
O=C(N[C@@H]1CN(Cc2ccc(F)cc2Cl)C[C@H]1CO)C1CCC1	8.9µM*
COCc1cc(CC2(NC(C)C)COC2)no1	i
COc1ccc(OC)c(S(=O)(=O)Nc2cc3c(C(C)=O)c(C)oc3c3ccccc23)c1	-16%
c1ccc(-c2nc(CC3CCCNC3)no2)nc1 (configuration not stated)	-14%
CN(Cc1ccccc1)C(C(=O)NC1CCCCC1)c1ccc(Cl)cc1 (configuration not stated)	i
CCCN1CCCCC12Cc1ccccc1CN(C(=O)CNC(C)=O)C2 (configuration not stated)	-25%
CN(C)C[C@@H]1CN(C)C[C@H]1NC(=O)NCc1ccc(OC(F)(F)F)cc1	u
Cc1cccc(NC(=O)c2ccc(F)c(S(=O)(=O)N3CCC4(CC3)OCCO4)c2)c1	-1%
Cc1cc(C)cc(NC(=O)CSc2nc3nccnc3c(=O)n2CCc2c[nH]c3ccccc23)c1	u
Cc1ccccc1OC1(C(=O)O)CCN(c2cncc(C(N)=O)n2)CC1	-9%
CC(NC(=O)c1ccc2c(c1)CCN2S(=O)(=O)c1ccc(Cl)cc1)c1ccccc1 (configuration not stated)	u

The list goes on.
Compound	Pf Dd2 inh
CCNC(=O)c1coc(COc2ccc3c(c2)C(c2cccc(F)c2)N(C(=O)C(C)(C)C)CC3)n1 (configuration not stated)	u
CN(C(=O)c1nn(C)c2c1CS(=O)(=O)c1ccccc1-2)c1cccc(Cl)c1	20%
CCN1CCN(CC(O)COc2cccc(CNCc3cnn(CC)c3)c2)CC1 (configuration not stated)	0%
O=C(Nc1ccc2nc(SCC(=O)N3CCOCC3)sc2c1)c1cccc(Br)c1	-6%
COc1ccccc1OCC(=O)Nc1nc(-c2ccc(Br)cc2)ns1	14%
CO[C@H]1C(=O)N(C(C)C)[C@H]1C1CCN(C(=O)c2ccsc2)CC1	24%
CCN(CC)c1ccc(C(=O)NCc2ccc3c(c2)CCN3C(=O)c2ccccc2)cc1	i
Cc1cc2c(-c3ccccc3)nc(-c3c(C)noc3C)cc2[nH]1	i
COc1ccc(N(C)C(=O)c2cc3c(s2)-c2c(C)cccc2OC3)c(OC)c1	u
CCCn1c(=N)c(C(=O)NCc2ccccc2)cc2c(=O)n3cccc(C)c3nc21	u
Cc1ccc(C2Cn3nnc(C(=O)N4CCN(C(=O)c5cc(Cl)ccc5F)CC4)c3CO2)cc1 (configuration not stated)	-28%
COCC(=O)N1C[C@@H]2C[C@H]1C(=O)N(Cc1ccccn1)c1ccccc1O2	1%[44.1 µM]

(further entries)
Compound	Pf Dd2 inh
CCCN1CCCC2(Cc3ccccc3CN(C(=O)C3CCN(C)CC3)C2)C1 (configuration not stated)	-18%
Cc1nn2c(c1-c1ccccc1OCc1ccccc1)N(C(=O)COc1ccccc1C(N)=O)CCC2	-13%
COc1ccccc1CC(=O)N[C@@H]1CN(C2CCOCC2)C[C@H]1CN(C)C	23%
COc1ccc(OC2CCN(C(C)=O)CC2)c(C(=O)NC(C)Cc2cccnc2)c1 (configuration not stated)	-8%
CCOc1ccc(-c2nn(CC(=O)NC3CCCCC3)c3c2cnc2ccc(C)cc23)cc1	62%[activator]
Cc1c(CNC2CCCCC2)c(C(=O)O)c(C)n1Cc1ccc(F)cc1	31%[activator][5.79 µM]
CC1Oc2ccc(NC(=O)CC(C)(C)C)cc2CN(CCc2ccccc2)C1=O (configuration not stated)	i
COCC(=O)NC[C@H]1CCN(Cc2cn(C)c3ccccc23)C[C@H]1N(C)C	i
Cc1noc(C)c1C(=O)N[C@@H]1CN(S(C)(=O)=O)C[C@H]1CN(C)C	44%[activator]
COc1ccc(Cl)cc1NC(=O)CCS(=O)(=O)c1cccc2nonc12	-28%
Cc1ccc(C(=O)NCC(=O)OCc2cc(=O)n3nc(C4CCCCC4)sc3n2)cc1	5%
Cc1noc(C)c1Cn1cc2c3c(cccc31)[C@H](CC(C)C)N[C@H](C(=O)NC1CCC1)C2	u
CCOCCCNC(=O)N1CC(Oc2ccc(-c3nc(C)no3)cc2)C1	52%[activator][5.79 µM]
CCn1nccc1C(=O)N1CCC(Nc2nccnc2OC)CC1	i[5.79 µM]
Cc1cccc(NC(=O)CSC2=Nc3ccccc3C3=NC(CCC(=O)NCc4ccc(F)cc4)C(=O)N23)c1 (configuration not stated)	u

5 structures already listed, sorted by heavy-atom count, falling.
Compound	Pf Dd2 inh
COc1ccc(OC2CCN(C(C)=O)CC2)c(C(=O)NC(C)Cc2cccnc2)c1 (configuration not stated)	-8%
CCCN1CCCC2(Cc3ccccc3CN(C(=O)C3CCN(C)CC3)C2)C1 (configuration not stated)	-18%
COCC(=O)NC[C@H]1CCN(Cc2cn(C)c3ccccc23)C[C@H]1N(C)C	i
COc1ccc(Cl)cc1NC(=O)CCS(=O)(=O)c1cccc2nonc12	-28%
Cc1noc(C)c1C(=O)N[C@@H]1CN(S(C)(=O)=O)C[C@H]1CN(C)C	44%[activator]
